DUSP3 inh = inhibitors of human VHR1 phosphatase (DUSP3); AID 1654; recombinant VHR phosphatase, pNPP absorbance; P51452; 290,000 tested, 0.52% active; inhibition, % at 13.3 µM; in the data active means inhibition above about 50%; further: some compounds called inactive have numbers as strong as hits
CCHFV vOTU inh = CCHFV vOTU protease inhibition. inhibition, % at 11.5 µM. AID 651958. 370,000 tested, 0.55% active. Pep-AMC fluorescence; in the data active means inhibition above about 30%; further: 0% = vehicle wells with enzyme and 100% = no enzyme wells
MazF activator = activators of E. coli MazEF toxin-antitoxin RNase | FAM/BHQ RNA-DNA oligo cleavage fluorescence, 5 h | activation, % at 20 µM | 350,000 tested, 0.32% active | AID 504720; in the data active means activation above about 50%
Yp Topo-I inh = Y. pestis Topo-I inhibition via cleavage products; Y. pestis Topo-I cleavage product accumulation, plate reader; activity, % at 10 µM; 360,000 tested, 0.064% active; AID 504884; in the data active means activity above about 50%, passing the limit was not always enough; inconclusive means no clear call, values can overlap the other calls; further: inactives centre near 2
SSB-PriA inh = blocks PriA binding to SSB C-terminal tail; AlphaScreen SSBct-PriA binding, biotinylated peptide; inhibition, % at 33 µM; 430,000 tested, 0.6% active; AID 1272365; in the data active means inhibition mostly above about 37%, no sharp cut-off; inactive means mostly below about 20%;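 further: plate controls were negative control peptide for no effect and reference peptide for full effect; strong numbers were not always called active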
Vc quorum ag = quorum light induction in luxS cqsA deficient V. cholerae | V. cholerae BH1578 lux reporter, luminescence, 6 h | activation, % at 18.7 µM | 350,000 tested, 0.16% active | AID 588436; in the data active means activation mostly above about 9.7%, no sharp cut-off; inconclusive means no clear call, values can overlap the other calls; inactive means mostly below about 3.7%; further: not every result past the cut was called active; inactives centre near 0; reference of the scale not given here
TcdB GH inh = blocks C. difficile toxin B glycohydrolase activity | P18177 | TcdB glycohydrolase enzymatic assay, plate reader | inhibition, % at 9.99 µM | 350,000 tested, 0.24% active | AID 652162; in the data active means inhibition above about 10%
Target sequence (P18177 whole entry, looked up): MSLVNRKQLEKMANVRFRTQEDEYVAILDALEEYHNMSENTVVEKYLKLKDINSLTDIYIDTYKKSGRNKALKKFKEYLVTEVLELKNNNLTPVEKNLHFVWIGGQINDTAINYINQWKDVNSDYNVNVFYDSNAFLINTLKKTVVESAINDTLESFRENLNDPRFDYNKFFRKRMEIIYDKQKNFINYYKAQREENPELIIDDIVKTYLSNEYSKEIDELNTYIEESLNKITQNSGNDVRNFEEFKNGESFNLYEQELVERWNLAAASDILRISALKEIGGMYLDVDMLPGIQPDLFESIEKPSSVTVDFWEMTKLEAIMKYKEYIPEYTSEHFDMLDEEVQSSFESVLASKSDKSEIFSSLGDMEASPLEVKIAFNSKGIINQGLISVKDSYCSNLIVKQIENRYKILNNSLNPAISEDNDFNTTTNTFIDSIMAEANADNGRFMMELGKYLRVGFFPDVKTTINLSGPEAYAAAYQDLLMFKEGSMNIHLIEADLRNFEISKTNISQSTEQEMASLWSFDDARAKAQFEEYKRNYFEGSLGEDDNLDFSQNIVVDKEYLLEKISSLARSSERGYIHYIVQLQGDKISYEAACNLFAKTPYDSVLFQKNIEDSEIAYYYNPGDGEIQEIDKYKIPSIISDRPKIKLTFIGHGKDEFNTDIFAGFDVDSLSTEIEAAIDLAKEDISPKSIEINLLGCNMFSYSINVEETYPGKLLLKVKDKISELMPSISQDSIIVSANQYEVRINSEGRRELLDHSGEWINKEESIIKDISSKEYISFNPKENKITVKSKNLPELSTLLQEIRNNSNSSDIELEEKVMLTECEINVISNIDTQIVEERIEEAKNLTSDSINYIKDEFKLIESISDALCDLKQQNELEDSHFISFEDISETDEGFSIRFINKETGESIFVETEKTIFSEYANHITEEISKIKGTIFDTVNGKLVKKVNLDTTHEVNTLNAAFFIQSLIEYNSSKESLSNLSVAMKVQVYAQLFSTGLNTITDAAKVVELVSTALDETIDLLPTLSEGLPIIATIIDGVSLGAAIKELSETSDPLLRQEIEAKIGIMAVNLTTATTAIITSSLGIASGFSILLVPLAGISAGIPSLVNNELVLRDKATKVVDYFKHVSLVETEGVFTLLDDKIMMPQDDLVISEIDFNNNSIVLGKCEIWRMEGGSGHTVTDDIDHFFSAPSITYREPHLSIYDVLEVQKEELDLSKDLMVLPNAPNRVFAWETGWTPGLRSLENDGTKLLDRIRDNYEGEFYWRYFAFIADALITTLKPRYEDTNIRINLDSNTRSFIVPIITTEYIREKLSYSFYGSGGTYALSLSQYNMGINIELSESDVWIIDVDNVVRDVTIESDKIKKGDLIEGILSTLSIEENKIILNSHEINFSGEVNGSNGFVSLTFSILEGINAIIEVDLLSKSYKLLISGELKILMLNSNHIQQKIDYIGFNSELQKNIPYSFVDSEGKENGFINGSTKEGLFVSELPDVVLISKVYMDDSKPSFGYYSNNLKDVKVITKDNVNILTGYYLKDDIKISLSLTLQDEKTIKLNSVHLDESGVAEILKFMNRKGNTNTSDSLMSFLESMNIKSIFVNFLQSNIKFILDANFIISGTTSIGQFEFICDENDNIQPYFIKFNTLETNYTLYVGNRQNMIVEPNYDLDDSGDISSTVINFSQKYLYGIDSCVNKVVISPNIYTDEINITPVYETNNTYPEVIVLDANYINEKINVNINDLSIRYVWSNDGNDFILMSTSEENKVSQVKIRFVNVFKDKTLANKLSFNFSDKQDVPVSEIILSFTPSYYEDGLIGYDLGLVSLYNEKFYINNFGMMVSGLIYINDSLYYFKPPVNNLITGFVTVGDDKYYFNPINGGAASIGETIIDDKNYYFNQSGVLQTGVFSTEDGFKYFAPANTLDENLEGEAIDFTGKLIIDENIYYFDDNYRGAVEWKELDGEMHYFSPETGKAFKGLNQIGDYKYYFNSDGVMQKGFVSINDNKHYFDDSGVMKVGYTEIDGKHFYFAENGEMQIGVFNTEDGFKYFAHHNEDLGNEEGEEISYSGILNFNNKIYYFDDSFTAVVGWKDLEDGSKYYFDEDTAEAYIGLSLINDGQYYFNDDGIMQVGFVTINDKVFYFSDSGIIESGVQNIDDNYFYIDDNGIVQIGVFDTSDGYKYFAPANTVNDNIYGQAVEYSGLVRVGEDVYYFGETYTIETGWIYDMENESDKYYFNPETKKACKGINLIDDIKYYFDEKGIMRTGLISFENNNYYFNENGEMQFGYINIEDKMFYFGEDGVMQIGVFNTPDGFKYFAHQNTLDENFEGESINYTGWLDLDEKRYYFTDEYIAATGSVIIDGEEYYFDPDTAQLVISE
Rv3671c inh = inhibits the M. tuberculosis serine protease Rv3671c. 320,000 tested, 0.048% active. P9WHR9. inhibition, % at 5.96 µM; in the data active means inhibition above about 38%;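 further: extracellular domain of Rv3671c used as enzyme; 0% = enzyme with DMSO and 100% = no enzyme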
3CLpro inhibitor = SARS-CoV 3CLpro protease inhibition. P0C6X7. recombinant SARS-CoV 3CLpro, quenched FRET peptide cleavage. inhibition, % at 6 µM. 290,000 tested, 0.14% active. AID 1706; in the data active means inhibition above about 12%
PrPC surface inh = cell surface PrPC inhibition, primary TR-FRET screen | TR-FRET read-out | inhibition, % at 13.8 µM | 370,000 tested, 0.43% active | AID 720596 | P04156; in the data active means inhibition above about 24%; further: 0% = median of the test wells and 100% = reference compound wells
Active calls of the source: *. A portion of the library; the hit share may differ from the screen's.

COc1ccc(NC(=O)C2(C)CCN2C(=O)Cc2ccccc2)cc1OC (stereo unspecified) was read as CCHFV vOTU inh 5, Yp Topo-I inh 2, Vc quorum ag -0.2, TcdB GH inh 0.6 and PrPC surface inh 3.
`Cc1cc(C)cc(N(CCC#N)C(=O)CSc2nc3nc(C)cc(C)n3n2)c1` gave DUSP3 inh 30, CCHFV vOTU inh -3, MazF activator 9, Yp Topo-I inh 2, SSB-PriA inh -8, Vc quorum ag inactive, TcdB GH inh 0.3, Rv3671c inh 0, 3CLpro inhibitor 3 and PrPC surface inh 2.
Screening O=C(Nc1ccc(NC(=O)c2ccco2)nc1)c1ccco1 returned DUSP3 inh 8, CCHFV vOTU inh -5, MazF activator 7, Yp Topo-I inh 9, SSB-PriA inh -1, Vc quorum ag -0.1, TcdB GH inh -2.3, Rv3671c inh 4, 3CLpro inhibitor 4 and PrPC surface inh 6.
For COC(=O)c1ccccc1NC(=O)c1ccc(NC(=O)C2CCCO2)cc1 (stereo unspecified) the results were DUSP3 inh 30, CCHFV vOTU inh 17, MazF activator -9, Yp Topo-I inh 9, SSB-PriA inh 1, Vc quorum ag inactive, TcdB GH inh 0.0, Rv3671c inh -7, 3CLpro inhibitor -11 and PrPC surface inh -6.
For C[C@@H]1CN(Cc2nc(Cc3ccccc3F)no2)C[C@H](C)O1 the results were DUSP3 inh 34, CCHFV vOTU inh 0, MazF activator 5, Yp Topo-I inh -2, SSB-PriA inh -19, Vc quorum ag -0.2, TcdB GH inh 0.0, Rv3671c inh -2, 3CLpro inhibitor -1 and PrPC surface inh 0.
`CCOC(=O)C1CCN(S(=O)(=O)c2c(C)[nH]c(C)c2C(=O)N2CCCCC2)CC1` gave DUSP3 inh 18, CCHFV vOTU inh 0, MazF activator 1, Yp Topo-I inh -7, SSB-PriA inh -9, Vc quorum ag -0.2, TcdB GH inh -0.5, Rv3671c inh 3, 3CLpro inhibitor 1 and PrPC surface inh 7.
`Cc1cc(-c2n[nH]c(=S)n2/N=C/C(Cl)=C/c2ccccc2)n[nH]1` gave DUSP3 inh -5, CCHFV vOTU inh 1, MazF activator -6, Yp Topo-I inh -5, Vc quorum ag -1.4, Rv3671c inh -1, 3CLpro inhibitor -1 and PrPC surface inh -19.
CCOC(=O)/C(C#N)=C/c1cccc(C)c1 was read as DUSP3 inh 36, CCHFV vOTU inh 9, MazF activator -1, Yp Topo-I inh 9, SSB-PriA inh -5, Vc quorum ag inactive, TcdB GH inh 0.3, 3CLpro inhibitor 0 and PrPC surface inh 2.
Screening O=[N+]([O-])c1ccccc1S(=O)(=O)Nc1cccnc1 returned DUSP3 inh 14, CCHFV vOTU inh -6, MazF activator 5, Yp Topo-I inh 0, SSB-PriA inh -15, Vc quorum ag inactive, TcdB GH inh -5.7, Rv3671c inh -4, 3CLpro inhibitor 3 and PrPC surface inh 2.
`COc1cccc(NC(=O)c2cc(-c3ccccn3)nc3ccccc23)c1` gave CCHFV vOTU inh 14, MazF activator 4, Yp Topo-I inh -3, SSB-PriA inh -15, Vc quorum ag inactive, TcdB GH inh 1.2, Rv3671c inh -9 and PrPC surface inh 0.
`CC(C)C(NC(=O)OCc1ccccc1)C(=O)OCC(=O)N1CCCCC1` (stereo unspecified) gave DUSP3 inh 32, CCHFV vOTU inh 6, MazF activator -1, Yp Topo-I inh 0, SSB-PriA inh -9, Vc quorum ag inactive, Rv3671c inh -3, 3CLpro inhibitor -5 and PrPC surface inh -4.
COc1ccc2oc(C(=O)N(C)Cc3ccc4c(c3)OCCO4)c(C)c2c1 was read as CCHFV vOTU inh 2, MazF activator -5, Yp Topo-I inh 1, SSB-PriA inh 1, Vc quorum ag inactive, TcdB GH inh 2.0, Rv3671c inh -7 and PrPC surface inh 1.
Cc1cc(C(=O)CN2C(=O)c3ccccc3C2=O)c(C)n1Cc1cccs1 was read as DUSP3 inh 4, CCHFV vOTU inh -9, MazF activator 68*, Yp Topo-I inh -5, SSB-PriA inh 11, Vc quorum ag -0.2, TcdB GH inh 1.5, Rv3671c inh -12, 3CLpro inhibitor 4 and PrPC surface inh -7.
`COc1cc(/C=N/NC(N)=S)cc(Br)c1OCc1ccccc1F` gave DUSP3 inh -2, CCHFV vOTU inh -2, MazF activator 9, Yp Topo-I inh -3, Vc quorum ag -0.4, Rv3671c inh 8, 3CLpro inhibitor 5 and PrPC surface inh 8.
For CCOC(=O)C1=C(COC(=O)CCOc2cccc(C)c2)NC(=O)NC1C (stereo unspecified) the results were CCHFV vOTU inh -3, MazF activator 4, Yp Topo-I inh 2, SSB-PriA inh -9, Vc quorum ag 3.7, TcdB GH inh 2.3, Rv3671c inh 4 and PrPC surface inh -2.

Next section, overlapping the part above by 3 compounds.
Cc1cc(C(=O)CN2C(=O)c3ccccc3C2=O)c(C)n1Cc1cccs1 was read as DUSP3 inh 4, CCHFV vOTU inh -9, MazF activator 68*, Yp Topo-I inh -5, SSB-PriA inh 11, Vc quorum ag -0.2, TcdB GH inh 1.5, Rv3671c inh -12, 3CLpro inhibitor 4 and PrPC surface inh -7.
`COc1cc(/C=N/NC(N)=S)cc(Br)c1OCc1ccccc1F` gave DUSP3 inh -2, CCHFV vOTU inh -2, MazF activator 9, Yp Topo-I inh -3, Vc quorum ag -0.4, Rv3671c inh 8, 3CLpro inhibitor 5 and PrPC surface inh 8.
For CCOC(=O)C1=C(COC(=O)CCOc2cccc(C)c2)NC(=O)NC1C (stereo unspecified) the results were CCHFV vOTU inh -3, MazF activator 4, Yp Topo-I inh 2, SSB-PriA inh -9, Vc quorum ag 3.7, TcdB GH inh 2.3, Rv3671c inh 4 and PrPC surface inh -2.
Screening O=C(NCc1ccncc1)Nc1cccc(Cl)c1 returned DUSP3 inh -8, CCHFV vOTU inh 18, MazF activator 2, Yp Topo-I inh -2, SSB-PriA inh 3, Vc quorum ag inactive, Rv3671c inh -5, 3CLpro inhibitor -4 and PrPC surface inh 5.
`COc1nc(N(C)C)nc(N(C)c2cc(Cl)cc(Cl)c2)n1` gave DUSP3 inh 5, CCHFV vOTU inh 7, MazF activator -25, Yp Topo-I inh -5, SSB-PriA inh -15, Vc quorum ag inactive, TcdB GH inh 0.5, Rv3671c inh -5, 3CLpro inhibitor -3 and PrPC surface inh 0.
N#Cc1ccc(CN2C(=O)NC3(CCCCCC3)C2=O)cc1 was read as DUSP3 inh 6, CCHFV vOTU inh -14, MazF activator 3, Yp Topo-I inh 10, SSB-PriA inh -2, Vc quorum ag -0.3, TcdB GH inh 1.8, Rv3671c inh -12, 3CLpro inhibitor -6 and PrPC surface inh 6.
Screening COC(=O)c1cccc(NS(C)(=O)=O)c1C returned DUSP3 inh 5, CCHFV vOTU inh -3, MazF activator -3, Yp Topo-I inh 3, SSB-PriA inh -1, Vc quorum ag -0.3, Rv3671c inh -3, 3CLpro inhibitor -5 and PrPC surface inh 0.
`COc1ccc(C(=O)Nc2cc(C(F)(F)F)ccc2-n2cnc3ccccc32)cc1` gave DUSP3 inh -13, CCHFV vOTU inh 8, MazF activator -1, Yp Topo-I inh -3, SSB-PriA inh 8, Vc quorum ag -0.6, TcdB GH inh 4.4, Rv3671c inh -18, 3CLpro inhibitor 3 and PrPC surface inh 3.
CCOC(=O)c1cc2c(n(-c3ccc(C)cc3)c1=O)CCCC2=O was read as DUSP3 inh 36, CCHFV vOTU inh -1, MazF activator 3, Yp Topo-I inh -3, SSB-PriA inh -7, Vc quorum ag inactive, Rv3671c inh 2, 3CLpro inhibitor 3 and PrPC surface inh -6.
Cn1cc(C(=O)c2ccc(Cl)cc2Cl)cc1C(=O)N/N=C(\N)COc1cccc(C(F)(F)F)c1 was read as DUSP3 inh 30, CCHFV vOTU inh 15, MazF activator -3, Yp Topo-I inh 4, Vc quorum ag 2.8, Rv3671c inh -7, 3CLpro inhibitor 0 and PrPC surface inh 21.
Screening Cc1ccc(Cn2c(C)c(C(=O)NCc3ccc(Cl)c(Cl)c3)sc2=O)cc1 returned CCHFV vOTU inh 9, Yp Topo-I inh 22, Vc quorum ag inactive, TcdB GH inh 0.5 and PrPC surface inh 0.
COc1cc(C(=O)Nc2cccc(-c3nc4ncccc4o3)c2C)cc(OC)c1OC was read as DUSP3 inh 15, CCHFV vOTU inh -3, MazF activator 2, Yp Topo-I inh -6, SSB-PriA inh -11, Vc quorum ag inactive, Rv3671c inh 6, 3CLpro inhibitor 1 and PrPC surface inh 3.
For CCOC(=O)c1cc(-c2nnc(-c3ccc(Cl)cc3)o2)c(C)nc1C the results were DUSP3 inh 25, CCHFV vOTU inh 0, MazF activator 16, Yp Topo-I inh -3, SSB-PriA inh -20, Vc quorum ag -0.4, TcdB GH inh 0.3, Rv3671c inh -2, 3CLpro inhibitor -5 and PrPC surface inh -1.
`O=C1OC[C@H]2CCCC[C@@H](CO)ON12` gave CCHFV vOTU inh 12, MazF activator 2, Yp Topo-I inh 7, SSB-PriA inh 5, Vc quorum ag -6.2, TcdB GH inh -2.8 and PrPC surface inh 2.
Cc1cccc(C)c1OCCCCn1cnc2ccccc2c1=O was read as DUSP3 inh 31, CCHFV vOTU inh 2, MazF activator 2, Yp Topo-I inh 30, SSB-PriA inh -19, Vc quorum ag inactive, Rv3671c inh -4, 3CLpro inhibitor -6 and PrPC surface inh 2.
Screening COc1ccc(-c2cc(C)no2)cc1S(=O)(=O)N1CCCN(Cc2ccc(F)cc2)C1 returned DUSP3 inh 8, CCHFV vOTU inh -3, MazF activator 3, Yp Topo-I inh 23, SSB-PriA inh -1, Vc quorum ag -2.0, TcdB GH inh 3.0, Rv3671c inh 0, 3CLpro inhibitor -2 and PrPC surface inh -10.
For CCN1CCN(C(=O)CN(C)S(=O)(=O)c2cc(C)ccc2OC)CC1 the results were DUSP3 inh 9, CCHFV vOTU inh -9, MazF activator 5, Yp Topo-I inh -3, SSB-PriA inh 0, Vc quorum ag -0.1, TcdB GH inh 1.2, Rv3671c inh 2, 3CLpro inhibitor 4 and PrPC surface inh -2.
Screening CC(=O)Nc1cccc(Oc2ncnc3scc(-c4ccc(C(C)C)cc4)c23)c1 returned DUSP3 inh -2, CCHFV vOTU inh 17, MazF activator -10, Yp Topo-I inh 32, SSB-PriA inh -2, Vc quorum ag -0.3, Rv3671c inh -107, 3CLpro inhibitor 0 and PrPC surface inh -1.
For Cc1noc(C)c1S(=O)(=O)N1CCC(C(=O)NCCc2ccc(S(N)(=O)=O)cc2)CC1 the results were DUSP3 inh 0, CCHFV vOTU inh 5, MazF activator 6, Yp Topo-I inh 1, SSB-PriA inh -23, Vc quorum ag inactive, Rv3671c inh -5, 3CLpro inhibitor 5 and PrPC surface inh -8.
Cc1n[nH]c(C)c1CN(C)C(=O)c1cc(COc2ccc(F)c(F)c2)on1 was read as DUSP3 inh 11, CCHFV vOTU inh 5, MazF activator 0, Yp Topo-I inh 9, SSB-PriA inh 1, Vc quorum ag -7.9, TcdB GH inh -0.2, Rv3671c inh -3, 3CLpro inhibitor -1 and PrPC surface inh 2.
Screening Cc1ccc(C)n1-n1cnc2scc(-c3cccs3)c2c1=O returned DUSP3 inh 7, CCHFV vOTU inh 5, MazF activator 1, Yp Topo-I inh 2, SSB-PriA inh 11, Vc quorum ag inactive, Rv3671c inh 2, 3CLpro inhibitor 1 and PrPC surface inh -17.
Cc1cc(C2=CC(=O)C[C@H](c3ccc(F)cc3)C2)ccc1F was read as CCHFV vOTU inh 16, MazF activator 4, Yp Topo-I inh inconclusive, Vc quorum ag -0.5, TcdB GH inh 1.7 and PrPC surface inh 3.
For CC1CN(c2ccc(Oc3ccccc3)cc2)c2nc3c(c(=O)[nH]c(=O)n3C)n2C1 (stereo unspecified) the results were DUSP3 inh -5, CCHFV vOTU inh 1, MazF activator -5, Yp Topo-I inh 0, SSB-PriA inh -9, Vc quorum ag -3.0, 3CLpro inhibitor -2 and PrPC surface inh 3.
CCSc1nnc(NC(=O)CCc2ccccc2)s1 was read as DUSP3 inh 23, CCHFV vOTU inh 5, MazF activator 1, Yp Topo-I inh 3, SSB-PriA inh -11, Vc quorum ag -1.5, Rv3671c inh -3, 3CLpro inhibitor 2 and PrPC surface inh 7.
